# Screening data deposited in PubChem BioAssay by several laboratories.
# LAP4-GFP MLPCN – alters LAP4-GFP fluorescence in TOR pathway yeast screen; actives 0.34% (n = 320,000); S. cerevisiae LAP4-GFP multiplex, flow cytometry GFP, 3 h; median GFP as percent of DMSO wells; GFP response vs DMSO, % at 10 µM;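 active means GFP response vs DMSO above a set limit, about the screen mean plus 3 SD, cut at about 150% in these data; inconclusive means under 70 cell events counted for the yeast strain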
# VLA-4 inh – inhibition in a human VLA-4 binding assay. P13612. VLA-4 expressing cells, ligand binding flow cytometry. inhibition, % (about 7 µM as worked out from the volumes in the protocol). actives 0.2% (n = 330,000); in the data active means inhibition above about 50%
# AGP1-GFP MLPCN – yeast TOR pathway AGP1-GFP modulation | actives 0.02% (n = 320,000) | GFP response vs DMSO, % at 10 µM | S. cerevisiae AGP1-GFP multiplex flow cytometry, 3 h; GFP as percent of DMSO wells;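 active means GFP response relative to DMSO above a set limit, near screen average plus 3 SD, cut at about 150% in these data; inconclusive means fewer than 70 cells counted for the yeast strain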;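 further: median GFP channel fluorescence of the gated AGP1 strain per well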
# GRK2 aptamer HTS – inhibitors of human GRK2 displacing RNA aptamer. bead flow cytometry, FAM-aptamer displacement from GRK2. inhibition of aptamer binding, % at 10 µM. actives 0.59% (n = 330,000). AID 488847;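 active means inhibition of aptamer binding above 40%, roughly 3 SD of noise, on plates passing a quality check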;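 further: median bead fluorescence of bound FAM aptamer so fluorescent compounds give negative values; no value below 0 was filed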
# Target sequence (P25098 whole entry, looked up): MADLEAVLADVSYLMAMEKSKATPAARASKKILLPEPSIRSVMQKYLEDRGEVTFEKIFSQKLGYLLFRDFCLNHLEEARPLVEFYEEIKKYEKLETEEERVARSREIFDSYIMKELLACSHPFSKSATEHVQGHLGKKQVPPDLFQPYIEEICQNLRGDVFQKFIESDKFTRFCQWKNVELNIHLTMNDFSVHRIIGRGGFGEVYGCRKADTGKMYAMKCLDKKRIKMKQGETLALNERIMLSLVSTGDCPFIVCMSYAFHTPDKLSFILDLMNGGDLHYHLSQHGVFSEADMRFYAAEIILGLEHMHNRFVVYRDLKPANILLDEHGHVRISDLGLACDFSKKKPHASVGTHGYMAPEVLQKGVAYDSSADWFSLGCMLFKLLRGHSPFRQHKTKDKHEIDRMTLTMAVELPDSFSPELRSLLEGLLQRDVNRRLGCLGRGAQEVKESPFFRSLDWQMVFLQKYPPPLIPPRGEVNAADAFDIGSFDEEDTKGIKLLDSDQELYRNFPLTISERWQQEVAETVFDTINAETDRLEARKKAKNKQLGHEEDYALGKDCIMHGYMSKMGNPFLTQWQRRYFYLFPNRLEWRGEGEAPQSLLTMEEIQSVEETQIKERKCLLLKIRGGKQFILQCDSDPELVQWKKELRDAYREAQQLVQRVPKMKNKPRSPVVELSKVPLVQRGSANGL
# RPL19A-GFP yeast – alters RPL19A-GFP fluorescence in TOR pathway yeast screen; S. cerevisiae RPL19A-GFP strain, flow cytometry, 3 h; hits give low values; percent response vs DMSO, % at 10 µM; actives 0.3% (n = 330,000);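 active means percent response vs DMSO below 50%; inconclusive means fewer than 70 events counted for the yeast strain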;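 further: median channel GFP fluorescence of the barcoded RPL19A-GFP strain; ratio of sample median GFP to plate DMSO average so 100% = DMSO; lower means less RPL19A-GFP as with rapamycin TOR inhibition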
# GASC-1 inh – human JMJD2C demethylase inhibition | Q9H3R0 | actives 0.069% (n = 330,000) | inhibition, % at 2.35 µM | GST-JMJD2C(1-420) H3K9me3 demethylation, DELFIA europium;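 active means more than half of a compound's replicate wells show inhibition beyond 50%, single wells judged on their own value; inconclusive means some, but no more than half, of replicates pass 50% inhibition; inactive means no replicate passes 50% inhibition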;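 further: signal counts dimethyl H3K9 product captured on neutravidin plate; 0% = median of DMSO wells and 100% = 0.3 times that DMSO median; strong numbers were not always called active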
# Target sequence (Q9H3R0 1-420 limits assumed): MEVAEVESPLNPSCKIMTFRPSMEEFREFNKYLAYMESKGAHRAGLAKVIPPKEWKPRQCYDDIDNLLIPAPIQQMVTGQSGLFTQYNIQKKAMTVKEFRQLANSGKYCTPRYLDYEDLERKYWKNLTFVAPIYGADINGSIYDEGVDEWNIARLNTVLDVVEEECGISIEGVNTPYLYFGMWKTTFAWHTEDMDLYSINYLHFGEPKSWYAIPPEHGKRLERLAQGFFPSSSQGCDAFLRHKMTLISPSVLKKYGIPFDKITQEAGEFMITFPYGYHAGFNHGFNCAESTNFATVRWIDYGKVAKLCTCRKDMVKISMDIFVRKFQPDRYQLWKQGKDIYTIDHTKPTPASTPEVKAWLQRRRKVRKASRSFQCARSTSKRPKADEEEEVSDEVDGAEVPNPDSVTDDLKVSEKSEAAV
# MEP2-GFP yeast – modulators of TOR pathway MEP2-GFP in S. cerevisiae | AID 2016 | actives 0.51% (n = 330,000) | GFP response vs DMSO, % at 10 µM | S. cerevisiae MEP2-GFP strain, flow cytometry GFP, 3 h; 100% = DMSO control level;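 active means GFP response versus DMSO above a set limit, roughly screen mean plus 3 SD, cut at about 180% in these data; inconclusive means fewer than 70 cells counted for a yeast strain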;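 further: median GFP fluorescence of the barcode-gated MEP2-GFP cells per well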
# CIT2 TOR yeast – alters CIT2-GFP fluorescence in TOR pathway yeast screen; S. cerevisiae CIT2-GFP strain, flow cytometry, 3 h; 100 means same as DMSO wells; actives 0.065% (n = 320,000); GFP response vs DMSO, % at 10 µM;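 active means GFP response relative to DMSO above a set limit, near the screen mean plus 3 SD, cut at about 150% in these data; inconclusive means Fewer than 70 cells measured for a yeast strain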;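 further: ratio of well median GFP fluorescence to mean of DMSO wells on the plate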
# Starred values were filed as active, the others as inactive; ? = inconclusive; · = no result given; + = active, no number; & = joins results of further samples; [ ] = dose if it differs, or a comment.
SMILES,LAP4-GFP MLPCN,VLA-4 inh,AGP1-GFP MLPCN,GRK2 aptamer HTS,RPL19A-GFP yeast,GASC-1 inh,MEP2-GFP yeast,CIT2 TOR yeast
CCC(Oc1ccc2c(c1)C(=O)CC(C)(C)O2)C(=O)NCCN1CCCCCC1 (stereo unspecified),100,-3,102,0,99,0,103,100
CCOC(=O)c1csc(NC(=O)CC2CCCC2)n1,79,-6,89,0,102,-20,94,97
CC[C@H](C)C(C(=O)N1CCN(C(=O)OC(C)(C)C)CC1)n1cc(C(Cc2ccc(O)cc2)NC(=O)OC(C)(C)C)nn1 (stereo partly specified),122,6,79,2,96,0,93,68
Cn1cc(CN2CCN(c3ccc(Cl)cn3)CC2)c(-c2ccccc2F)n1,108,6,100,0,108,0,105,108
Cc1ccccc1-n1c(SCC(=O)Nc2ccccc2)nc2nc3c(cc2c1=O)CCCC3,97,12,98,0,97,5,98,97
O=C(CCC1CCCN(C(=O)c2cccnc2)C1)NCc1ccccc1F (stereo unspecified),92,-11,101,0,105,1,94,100
CCOC(=O)c1sc2c(c1C)c(=O)c(C(=O)OCC)cn2CC,97,5,99,2,96,-6,105,97
Cc1cc(C)n2ncc(C(=O)NCc3ccccc3)c2n1,·,-3,95,0,96,18,101,85
O=C(N/N=C/c1cccc(Oc2ccccc2)c1)c1ccccc1F,99,6,97,1,98,4,100,102
O=C(O)c1ccc(/C=C2\CCCc3c2nc2ccccc2c3C(=O)O)cc1,93,-7,100,3,106,-1,104,104
CCCOc1ccc(CNC(=O)C2CCN(c3nnc(N4CCCC4=O)s3)CC2)cc1,87,-17,92,1,90,-3,83,106
Cn1c(=O)c2c(nc(NCCNC(=O)c3ccco3)n2Cc2ccc(Cl)cc2Cl)n(C)c1=O,95,4,97,0,95,-36&6,96,92
Cc1ccc(-n2nc3ccc(NC(=O)/C=C/c4ccco4)cc3n2)cc1,100,19,90,7,105,0,108,92
Cc1c(Br)c([N+](=O)[O-])nn1CC(=O)Nc1nccs1,93,1,86,0,94,6,94,93
CN(CC(=O)Nc1ccc(F)cc1)C(=O)c1ccncc1,96,-10,98,0,100,0,102,103
CCCC(=O)Nn1cnc2c(c1=O)C1(CCCCC1)Cc1ccccc1-2,99,2,99,2,100,-4,112,103
Cc1ccc(-n2c(C)cc3c2CC(C)(C)CC3=O)cc1C,90,8,102,4,101,4,106,100
Cc1ccc(CCC(=O)Nc2ccc(Br)cc2)o1,106,7,95,0,102,6,105,96
NS(=O)(=O)c1ccc(NC(=O)COC(=O)CCCN2C(=O)c3cccc4cccc(c34)C2=O)cc1,111,0,101,0,95,-6,99,92
CCc1ccccc1NC(=O)c1cccs1,89,12,100,5,104,22,105,102
CCCCNCc1cc(Cl)c(OCCC)c(OCC)c1,105,8,104,0,102,-2,100,99
CCCCN1C(=O)c2ccc(C(=O)Nc3cccnc3)cc2C1=O,100,18,100,0,95,4,98,93
CCOC(=O)N1CCN(Cc2ccc3c(c2)OCO3)CC1,90,2,105,0,105,2,111,101
O=C(Nc1ncc([N+](=O)[O-])s1)c1ccccc1Br,96,-3,94,0,109,-10,110,106
COCCNC(=O)CN1C(=O)CSc2cc(S(=O)(=O)N3CCCCCC3)ccc21,108,-13,99,0,97,-3,100,96

# (list continues)
SMILES,LAP4-GFP MLPCN,VLA-4 inh,AGP1-GFP MLPCN,GRK2 aptamer HTS,RPL19A-GFP yeast,GASC-1 inh,MEP2-GFP yeast,CIT2 TOR yeast
C=C1c2cc(C)ccc2NC(=O)N1c1ccccc1,88,0,90,0,103,-5,91,92
COc1ccc(-c2noc(C3CCCN(S(=O)(=O)c4ccc(C)c(Cl)c4)C3)n2)cc1OC (stereo unspecified),103,10,103,0,97,-6&-4,101,92
Cc1ccc(S(=O)(=O)NCc2ccccc2)cc1C(=O)N1CCCCC1,101[may fluoresce green],-7,105[may fluoresce green],0,109[may fluoresce green],2,105[may fluoresce green],102[may fluoresce green]
CCOc1ccc(-c2nc(C#N)c(NCC3CCCO3)o2)cc1 (stereo unspecified),97,-5,98,1,97,-3,95,99
Cc1ccc(CC(=O)OCC(=O)c2ccc[nH]2)cc1C,98,-8,92,5,89,14,93,84
CC(=O)c1cccc(NC(=O)CCS(=O)(=O)c2cccc3nonc23)c1,104,10,98,2,97,-3,103,101
Cc1nc(-c2cccc(S(=O)(=O)N3CCCCCC3)c2)cs1,108,-2,99,4,90,7,102,101
CCCCNC(=O)c1ccc(CS(=O)(=O)Cc2ccccc2F)o1,109,-5,106,15,103,-2,97,110
Cc1nn(Cc2ccccc2)c2sc(C(=O)N3CCN(Cc4ccc5c(c4)OCO5)CC3)cc12,100,-2,106,2,100,23,102,99
O=c1c(Cc2ccc(F)cc2)c(O)ccn1Cc1ccc(F)cc1,86,29,91,2,96,1,101,87
O=C(N/N=C/c1ccc[nH]1)c1ccccc1O,108,-5,96,4,93,-20,96,94
O=C(Nc1ccnn1C1CCN(C(=O)c2cnsn2)CC1)c1cccc(F)c1,97,21,102,1,99,25,108,98
O=C(Cn1c(=O)cnc2ccccc21)NNC(=O)c1ccccc1Cl,101,5,110,2,105,-3,105,107
CC(C)CCNc1cc(=O)n(C)c(=O)n1C,104,-1,96,0,96,-13,108,101
Cc1cc(C2C(=O)C(C(=O)c3ccc(Cl)cc3)C(=O)CC2(C)C)on1 (stereo unspecified),86,21,90,1,100,-4,91,93
O=C(CSc1nnnn1C1CCCCC1)N1CCN(C(=O)c2ccco2)CC1,100,-3,105,0,114,0,114,97
CC(Nc1nc(C(F)(F)F)nc2ccccc12)c1cccs1 (stereo unspecified),102,-10,96,0,101,8,108,99
Cc1cc(NCCN2CCOCC2)c2ccc3ccccc3c2n1,94,-18,110,0,113,-2,110,102
N#Cc1ccc(OCc2nnc3n2CCCCC3)cc1,107,0,116,0,116,2,107,101
Nc1ccc(S(=O)(=O)N2CCCc3ccccc32)cc1,91,20,94,3,99,0,99,116
O=C(N/N=C/c1ccc[nH]1)c1cccc([N+](=O)[O-])c1,88,-3,97,0,102,0,102,99
CCc1nnc(NC(=O)COc2ccc3ccccc3c2)s1,69[may fluoresce violet],1,13[may fluoresce violet],3,48*[may fluoresce violet],-20,221*[may fluoresce violet],?
CCN(CC)c1ccc(CNCc2cccs2)cc1,106,25,101,1,94,16,93,96
Cc1ccc([N+](=O)[O-])cc1NC(=O)/C=C/C(=O)O,104,14,102,0,107,-12,109,108
CC(C)(C)c1ccc(C(CC(=O)O)NC(=O)CCCc2ccccc2)cc1 (stereo unspecified),97,-2,100,5,94,2,100,101

# (cont.)
SMILES,LAP4-GFP MLPCN,VLA-4 inh,AGP1-GFP MLPCN,GRK2 aptamer HTS,RPL19A-GFP yeast,GASC-1 inh,MEP2-GFP yeast,CIT2 TOR yeast
O=C(CSc1nc2ccccc2c(=O)[nH]1)Nc1cccc([N+](=O)[O-])c1,88,0,94,0,102,-2,103,98
Cc1cccc(-c2nnc(SCC#N)n2-c2ccccc2)c1,·,0,104,2,96,-10,110,94
CC(NS(=O)(=O)/C=C/c1ccccc1)C(=O)O (stereo unspecified),96,3,97,2,91,3,108,91
Cc1cc(F)ccc1NC(=O)Nc1ccc2c(c1)OCO2,101,3,100,2,87,-17,109,103
CCc1ccc2c(COC(=O)CNS(=O)(=O)c3ccc(NC(C)=O)cc3)cc(=O)oc2c1,86,-1,92,2,102,-25,98,90
CCOc1ccccc1C(=O)NC1CC2CCCC(C1)N2Cc1ccccc1 (stereo unspecified),87,6,91,0,92,4,103,·
Cn1ncc(Br)c1NC(=O)c1ccco1,90,2,92,0,102,-15,104,99
Cc1ccc(OCC(=O)Nc2ccc(S(=O)(=O)Nc3ccccn3)cc2)cc1C,96,-3,103,0,97,-2,97,93
CCCn1nc(C(=O)OCC(=O)Nc2ncc(Cl)c(C)c2Cl)c2ccccc2c1=O,92,-13,100,6,105,-10,103,97
CC(=O)Cn1cnc2c(cnn2-c2ccccc2)c1=O,92,6,99,0,107,3,112,97
Cc1ccc(-n2nnnc2SCC(=O)NNC(=O)c2ccc([N+](=O)[O-])cc2)cc1,90,-1,95,0,96,22,95,92
CCN1/C(=C/c2ccc3cc(C)ccc3[n+]2CC)Sc2ccccc21,605*[may fluoresce green],·,238*[may fluoresce green],55*,321[may fluoresce green],-14,+[may fluoresce green],+[may fluoresce green]
CCn1c(NC(=O)C(C)C)c2ccccc2nc1=O,115,0,89,0,95,-7,92,76
CCCCN1C(=O)C2NN=C(C(=O)OC)C2C1=O (stereo unspecified),89,3,84,2,85,-3,83,94
O=C1CC(N2CCN(C/C=C/c3ccccc3)CC2)C(=O)N1CCc1ccccc1 (stereo unspecified),99,-1,100,1,98,-4,103,104
Cc1ccc(S(=O)(=O)CCC(=O)NCc2ccccc2Cl)cc1,97,6,100,1,101,-1,98,97
Cc1nc(NS(=O)(=O)c2ccc(Cl)s2)c2c3c(sc2n1)CCCC3,98,-1,89,1,97,9,96,87
Cc1ccccc1NC(=S)c1ccc2ccccc2n1,99,8,94,0,96,18,104,97
COC(=O)c1cc(NC(=S)N2CCN(c3ccccn3)CC2)cc(C(=O)OC)c1,96,-6,104,0,102,-8,103,106
CCN1C(=O)CSC1=NC12CC3CC(CC(C3)C1)C2,115,4,100,0,98,-10,99,94
N#Cc1c(-c2ccc3c(c2)OCO3)ccn2nc(-c3cccc(C(F)(F)F)c3)nc12,105,7,101,0,100,6,106,102
CSc1ccc(CN2CCC(N3CC(C)OC(C)C3)CC2)cc1 (stereo unspecified),102,6,101,0,101,6,105,100
COc1ccc(C2=NOC(COC(=O)c3ccc4ccccc4n3)C2)cc1 (stereo unspecified),98,16,97,0,101,3,104,96
COc1ccc(-c2nc3c(-c4ccc(Cl)cc4)cnn3cc2C)cc1F,94,11,94,0,96,4,95,93
COc1cccc(CC2(CO)CCCN(Cc3ccc4c(c3)OCCO4)C2)c1 (stereo unspecified),117,-1,109,0,102,14,101,113

# Brought forward from above: two compounds; new compounds follow.
SMILES,LAP4-GFP MLPCN,VLA-4 inh,AGP1-GFP MLPCN,GRK2 aptamer HTS,RPL19A-GFP yeast,GASC-1 inh,MEP2-GFP yeast,CIT2 TOR yeast
COc1ccc(-c2nc3c(-c4ccc(Cl)cc4)cnn3cc2C)cc1F,94,11,94,0,96,4,95,93
COc1cccc(CC2(CO)CCCN(Cc3ccc4c(c3)OCCO4)C2)c1 (stereo unspecified),117,-1,109,0,102,14,101,113
c1coc(CNc2nc3ccccc3s2)c1,90,6,92,1,96,-39,100,89
CCn1c(=O)c(CCC(=O)NCCN2CCOCC2)c(C)c2c(C)nn(-c3ccccc3)c21,101,-138,99,0,95,5,95,95
CCc1cccc(C)c1NC(=S)NCC(c1cccnc1)N1CCOCC1 (stereo unspecified),100,28,103,0,101,-1,99,97
CC(Sc1nnc(-c2ccc(C(C)(C)C)cc2)n1C)C(N)=O (stereo unspecified),?,12,?,3,?,-10,101,105
O=C(Cc1ccccc1)NN1C(=O)C2C3C=CC(C4CC34)C2C1=O (stereo unspecified),88,11,93,0,96,-23,98,98
O=C(CCc1nc2ccccc2[nH]c1=O)OCC(=O)c1ccc(Cl)cc1,108,-4,117,3,106,1,107,112
CCOC(=O)CNc1nc(Cl)c(C#N)s1,91,1,92,1,98,-1,104,96
CCOC(=O)c1sc(NC(=O)CSc2nccc(C)n2)c(C#N)c1C,102,0,96,0,96,3,99,86
Oc1oc(-c2ccco2)nc1C=Nc1ccccc1,128,2,93,0,100,-6,102,96
O=C(NCc1cccc2ccccc12)c1cccs1,102,7,101,0,105,-4,97,88
O=C1c2ccccc2C(Nc2ccc(S(=O)(=O)N3CCCCCC3)cc2)N1c1ccccn1 (stereo unspecified),98,1,100,1,102,-6,101,101
